Cdc42 wt – modulators (inhibitors or activators) of GTP binding to human Cdc42 wildtype; GST-Cdc42 beads, Bodipy-GTP binding, flow cytometry; actives lie on both sides; percent activity (GTP binding), % at 10 µM; 190,000 compounds, 0.2% hits;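 active means percent activity GTP binding at least 20 points away from the 100% baseline, either down as inhibitor or up as activator; inconclusive means compound flagged as likely green fluorescent from well-wide comparison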;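 further: median bead fluorescence of bound Bodipy-FL-GTP at 100 nM; 0% = excess unlabeled GTP control and 100% = no compound control; below 100% means less GTP binding so inhibitor and above means activator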
Target sequence (P60953 whole entry, looked up): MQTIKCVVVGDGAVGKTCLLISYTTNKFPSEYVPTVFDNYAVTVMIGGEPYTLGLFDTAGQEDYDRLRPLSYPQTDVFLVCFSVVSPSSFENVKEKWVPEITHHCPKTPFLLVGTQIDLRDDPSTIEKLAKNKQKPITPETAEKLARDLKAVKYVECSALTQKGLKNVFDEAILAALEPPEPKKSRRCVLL
Mcl1 Noxa PPI – disrupts binding of human Mcl-1 to Noxa peptide; Q07820; TR-FRET Mcl-1/Noxa peptide binding, 2 h; inhibition, % at 21.7 µM; 220,000 compounds, 1.5% hits;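 active means compounds that cut the protein-peptide binding signal by more than 50% relative to plate controls in a single-dose test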;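 further: His-tagged Mcl-1 with rhodamine Noxa BH3 peptide and terbium anti-His antibody; 0% = Mcl-1 plus Noxa peptide wells and 100% = peptide-only wells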
Target sequence (Q07820 whole entry, looked up): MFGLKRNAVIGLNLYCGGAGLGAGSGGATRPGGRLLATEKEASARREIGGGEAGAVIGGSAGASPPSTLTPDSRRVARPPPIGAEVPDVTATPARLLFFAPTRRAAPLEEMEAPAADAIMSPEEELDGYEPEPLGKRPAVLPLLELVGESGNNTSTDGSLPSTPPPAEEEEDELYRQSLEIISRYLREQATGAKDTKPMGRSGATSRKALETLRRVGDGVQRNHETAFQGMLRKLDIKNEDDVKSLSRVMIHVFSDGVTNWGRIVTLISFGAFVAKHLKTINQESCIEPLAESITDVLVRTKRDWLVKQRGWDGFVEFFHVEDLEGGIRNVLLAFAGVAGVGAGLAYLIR
Pf gametocyte – inhibitors of late stage P. falciparum gametocyte viability; P. falciparum stage V gametocytes, ATP luminescence, 24 h; inhibition, % at 10.9 µM; 150,000 compounds, 0.065% hits; AID 743093;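 active means inhibition above the mean plus 3 SD of compounds within the control limits, set per campaign, cut at about 38% in these data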;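 further: 0% = DMSO wells and 100% = medium only without gametocytes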
Rac1 wt modul – alters GTP binding to wildtype human Rac1 | P63000 | GST-Rac1 beads, fluorescent GTP binding, flow cytometry; actives lie on both sides; 0 = cold GTP competed, 100 = untreated | GTP binding activity (% of control), % at 10 µM | 190,000 compounds, 0.27% hits | AID 757;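 active means GTP binding activity at least 20 points away from the 100% control level, either lower or higher; inconclusive means compound flagged as likely green fluorescent, judged across all proteins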
Avidin bead fluor – compound fluoresces at 488/530 nm on avidin beads. compound fluorescence 488/530 nm, flow cytometry; hits give high values. fluorescence (KMESF) at 10 µM. 220,000 compounds, 0.38% hits. AID 1775; in the data active means fluorescence above about 47; further: inactives centre near 10
Rab7 wt GTP bind – modulators of GTP binding to dog Rab7 wildtype GTPase; GST-Rab7 beads, fluorescent GTP binding, flow cytometry; actives lie on both sides; untreated = 100%, excess cold GTP = 0%; GTP binding activity (percent of control), % at 10 µM; 190,000 compounds, 0.055% hits;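 active means fluorescent GTP binding to Rab7 beads changed by at least 20 points from the 100% baseline, either direction, mostly lower; inconclusive means compound itself probably fluorescent, or too few beads counted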;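 further: median green fluorescence of bound Bodipy-FL-GTP per Rab7 bead population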
HRas wt GTP bind – human HRas wildtype GTP binding, change in either direction | GST-Ras wt beads, Bodipy-FL-GTP binding, flow cytometry; actives lie on both sides | GTP binding activity, % at 10 µM | 190,000 compounds, 0.14% hits | AID 759;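 active means GTP binding activity at least 20% away from the 100% baseline, either lowered as inhibitor or raised as activator; inconclusive means flagged as likely green fluorescent, judged across all proteins in the well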;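 further: 0% = unlabeled GTP competition control and 100% = no-compound control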
Target sequence (P01112 whole entry, looked up): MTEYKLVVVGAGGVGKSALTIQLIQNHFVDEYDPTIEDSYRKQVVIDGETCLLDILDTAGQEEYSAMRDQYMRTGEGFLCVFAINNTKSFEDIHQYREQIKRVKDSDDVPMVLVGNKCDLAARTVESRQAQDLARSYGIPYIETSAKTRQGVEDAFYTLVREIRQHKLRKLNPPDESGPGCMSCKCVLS
ABCB1 inh – human ABCB1 inhibition, ABCG2 as counter-screen; AID 1326; P08183; 190,000 compounds, 0.067% hits; CCRF-Adr cells, JC-1 efflux, flow cytometry; inhibition, % at 6.6 µM; in the data active means inhibition above about 40%;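 further: 0% = vehicle and 100% = reference inhibitor; higher value means more JC-1 retained so stronger ABCB1 efflux block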
Rac1 mut GTP – modulators of GTP binding to human Rac1 activated mutant; GST-Rac1 activated beads, fluorescent GTP binding, flow cytometry; actives lie on both sides; 100% means binding = to untreated wells; percent activity (GTP binding), % at 10 µM; 190,000 compounds, 0.11% hits; AID 764;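 active means GTP binding at least 20 percentage points away from the 100% baseline, in either direction, so actives lie on both sides; inconclusive means Compound likely fluorescent itself, or too few beads counted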
ABCG2 inh – blocks JC-1 efflux by human ABCG2 transporter | Q9UNQ0 | IgMXP3 cells, flow cytometry | inhibition, % at 6.6 µM | 190,000 compounds, 0.1% hits;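 active means inhibition above 80%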;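 further: 0% = DMSO and 100% = nicardipine control wells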
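Times: 10 min at 25 °C | Test system: Two drug-resistant human cell lines, ABCG2 and ABCB1 | Quantity: 3 million cells/mL final, two lines in 1:1 ratio | Signal: Flow cytometry, 530 nm JC-1 signal | Dosing: Compound at 6.6 µM | Controls: Nicardipine and DMSO wells | Reagent: JC-1 as fluorescent efflux pump substrate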
Rab2 wt GTP – changes GTP binding to wildtype dog Rab2A, up or down. GST-Rab2 wt beads, Bodipy-GTP binding, flow cytometry. GTP binding activity, % at 10 µM. 190,000 compounds, 0.19% hits;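 active means GTP binding activity at least 20 points away from 100%, either lowered or raised; inconclusive means signal likely due to the compound's own green fluorescence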;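 further: 0% = beads with excess unlabeled GTP and 100% = no-compound control corrected for plate trend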
Starred values were filed as active, the others as inactive; ? = inconclusive; · = no result given; [ ] = dose if it differs, or a comment.

SMILES	Cdc42 wt	Mcl1 Noxa PPI	Pf gametocyte	Rac1 wt modul	Avidin bead fluor	Rab7 wt GTP bind	HRas wt GTP bind	ABCB1 inh	Rac1 mut GTP	ABCG2 inh	Rab2 wt GTP
Cc1ccc(OCCN2CCNCC2)c([N+](=O)[O-])c1	101	23	-3	105	15	99	103	0.6	103	3	105
CCN=c1scc(-c2cccs2)n1/N=C/c1cc(OC)ccc1O	97	25	6	99	10	93	97	0.7	99	21	94
CNC(=O)CSc1nnc(-c2cccs2)o1	95	-6	-1	95	7	98	94	0.5	92	2	93
COc1ccc(Nc2c(-c3ccc(C)cc3)nc3cnccn23)cc1	98	7	-16	97	24	102	98	1.1	97	3	95
CS(=O)(=O)c1ccc2nc(NC(=O)Cc3ccccc3)sc2c1	95	12	·	96	7	93	94	1.1	95	6	96
CCSc1nnc(NC(=O)c2ccc(C)o2)s1	100	2	17	102	48*	102	102	0.1	99	1	102
Cc1ccc(C)c(NC(=S)N2CCC(N(C)CC3CCCO3)CC2)c1 (stereo unspecified)	103	-1	·	108	12	96	101	0.2	102	13	104
O=C1NCCN(Cc2c(F)cccc2Cl)C1CC(=O)N1CCCCO1 (stereo unspecified)	95	-3	-7	94	11	92	91	-2.3	91	-6	92
O=C(CN1CCN(Cc2ccc3c(c2)OCO3)CC1)Nc1ccc(F)cc1	103	8	·	108	8	103	104	-0.1	100	4	101
COc1ccc(-n2nnnc2-c2ccccc2)cc1	97	5	·	99	9	97	97	0.9	94	11	96
CCc1ccccc1NC(=S)N1CCN(c2ccccn2)CC1	101	27	16	104	14	98	99	0.4	99	0	96
COc1cc(OC)nc(-n2ncc(OC)c(Br)c2=O)n1	101	15	-2	101	4	101	98	0.7	103	8	100
CC1=NN(C(=O)c2ccc(Cn3nc(C)c([N+](=O)[O-])c3C)o2)C(O)(C(F)(F)F)C1 (stereo unspecified)	101	-4	3	105	2	98	100	3.0	102	4	98
CC1CCc2ccccc2N1C(=O)c1cccs1 (stereo unspecified)	94	·	6	88	13	92	93	1.0	91	5	90
CSc1ccccc1C(=O)NCC1CCCO1 (stereo unspecified)	106	8	·	99	5	102	102	-1.0	96	0	98
COC(=O)c1cc(OC)c(OC)cc1NC(=O)c1cccnc1	103	7	·	104	39	102	99	1.4	97	77	99
O=C(NC1CCCCC1)C(c1ccc2ncccc2c1)N(Cc1ccc2c(c1)OCO2)C(=O)c1ccc2c(c1)OCCO2 (stereo unspecified)	93	2	·	101	12	99	99	9.5	97	7	97
CCN(CC)c1ccc(/C=N/NC(=O)c2cnccn2)cc1	94	26	-3	100	9	99	96	0.2	96	9	98
CCC(Sc1nc2cc3c(cc2c(=O)n1Cc1ccco1)OCO3)C(=O)Nc1cccc(OC)c1 (stereo unspecified)	97	8	1	96	32	95	95	1.0	97	2	94
Cc1ccc(N2C(=O)C(O)(C(F)(F)F)C3=C2CC(C)(C)CC3=O)cc1 (stereo unspecified)	104	11	·	110	13	103	106	-0.5	103	3	103
CCn1nc(C)c(NS(=O)(=O)c2ccc(C)cc2)c1C	96	-14	·	98	6	92	98	0.5	99	4	100
COc1cccc(Nc2c(F)c(F)c(F)c(F)c2C(=O)O)c1	123*[activator]	15	4	131*[activator]	13	113	113	0.1	116	0	113
O=C(Nc1ccn(Cc2ccc(F)cc2)n1)c1ccncc1	101	0	·	102	9	102	101	0.6	98	2	100
CCOC(=O)c1cnc(SC)nc1Sc1cc(Cl)ccc1Cl	95	-20	-1	100	8	95	96	-0.3	97	12	96
O=S(=O)(/N=C(\Sc1ccc(Cl)cc1)c1ccccc1)c1ccccc1	95	32	·	94	31	98	97	0.8	91	2	95
Cn1c(=O)n(C)c2cc([N+](=O)[O-])c(N3CCN(C(=O)c4cccc(Cl)c4)CC3)cc21	103	6	-10	102	11	103	99	1.6	100	40	98
Cc1ccc(S(=O)(=O)N2CCOCC2)cc1C(=O)NCCCn1ccnc1	105	1	·	105	7	99	102	0.4	99	0	103
O=c1sc(N2CCN(c3ccccc3F)CC2)nc2ccsc12	102	9	·	104	7	99	98	0.4	99	2	100
CCOC(=O)N1CCC(NC(=O)Cn2nc(Cc3ccncc3)c3ccccc3c2=O)CC1	101	8	·	101	7	100	99	0.9	98	1	101
Fc1ccc(NC(=S)Nc2cccnc2)cc1Cl	99	22	-5	99	6	103	97	0.0	97	0	98
O=C(/C=C/c1ccc([N+](=O)[O-])cc1)NC1CC2CCC1C2 (stereo unspecified)	?	5	·	?	12	?	?	1.1	?	10	?
CSc1oc(-c2ccccc2)nc1S(=O)(=O)c1ccc(C)cc1	99	-6	21	102	16	93	98	2.1	98	19	99
COc1ccc(C2SCC(=O)N2c2nnc(C34CC5CC(CC(C5)C3)C4)s2)cc1 (stereo unspecified)	98	10	-1	102	14	97	101	·	99	13	96
Cn1c(SCc2ccccc2)nnc1C1CCCNC1 (stereo unspecified)	104	30	·	107	5	103	104	0.2	102	1	103
COc1cc(/C=N/O)cc(Br)c1OC	109	25	·	106	11	101	101	0.3	101	16	100
O=C(Cc1ccc(Cl)cc1)N/N=C/c1ccncc1	95	3	-11	100	10	101	100	0.4	96	2	97

Copied from the entries so far for reference:
SMILES	Cdc42 wt	Mcl1 Noxa PPI	Pf gametocyte	Rac1 wt modul	Avidin bead fluor	Rab7 wt GTP bind	HRas wt GTP bind	ABCB1 inh	Rac1 mut GTP	ABCG2 inh	Rab2 wt GTP
O=S(=O)(/N=C(\Sc1ccc(Cl)cc1)c1ccccc1)c1ccccc1	95	32	·	94	31	98	97	0.8	91	2	95
Cn1c(=O)n(C)c2cc([N+](=O)[O-])c(N3CCN(C(=O)c4cccc(Cl)c4)CC3)cc21	103	6	-10	102	11	103	99	1.6	100	40	98

More compounds
SMILES	Cdc42 wt	Mcl1 Noxa PPI	Pf gametocyte	Rac1 wt modul	Avidin bead fluor	Rab7 wt GTP bind	HRas wt GTP bind	ABCB1 inh	Rac1 mut GTP	ABCG2 inh	Rab2 wt GTP
C=CCOc1ccccc1CNc1cccc(F)c1	98	15	-5	103	5	104	98	-0.6	96	-2	97
Cc1cc[n+](CC(=O)c2ccccc2)c2ccccc12	95	-12	·	99	9	104	98	0.1	96	0	98
Cc1ccc(S(=O)(=O)N(C)/N=C/c2ccc(C(=O)O)cc2)cc1	99	20	-3	97	8	97	97	2.0	96	15	96
O=C(CSCc1ccccc1)NNC(=S)Nc1cccc(Cl)c1Cl	90	-43	·	91	8	89	93	-0.9	87	-3	89
CCOC(=O)c1c(C)c(C(=O)N2CCCCCC2)c(C)n1C	97	-2	·	102	10	102	100	0.0	97	1	101
CCOC(=O)c1n[nH]c2ccccc12	102	-1	9	104	33	101	98	0.4	96	13	98
COc1ccc(/C=N/n2c(C)cc(C)cc2=O)cc1	101	-14	-8	100	10	99	100	0.4	97	2	99
Cc1cc(=O)n2[nH]c(NCc3c(F)cccc3Cl)nc2n1	99	3	-22	100	11	106	101	0.2	97	1	99
Cc1cc(C)c2c(=O)[nH]n(C3CCOC(C)(C)C3)c2n1 (stereo unspecified)	99	0	·	99	8	101	99	0.1	97	0	100
COc1ccc(-c2ccnc3nc(N4CCOCC4)nn23)cc1	95	-13	19	98	3	94	97	0.3	96	4	95
CCc1nnc(NC(=O)c2cccc(S(=O)(=O)N3CCc4ccccc43)c2)s1	104	7	·	103	0	100	103	0.5	101	3	103
Cc1nn(-c2ccccc2)c(C)c1C(=O)OCC(=O)NCc1ccco1	?	18	7	?	8	?	?	0.6	?	2	?
O=C(NCCN1CCOCC1)C1CCC(=O)N1Cc1ccc(F)cc1 (stereo unspecified)	103	9	·	106	12	103	103	1.0	101	-1	101
Cc1cc(N2CCCCC2)n2ncc(-c3ccc(Cl)cc3)c2n1	97	1	-1	98	8	93	97	0.2	95	1	94
O=C(CNC(=O)c1cccc(F)c1)OCC(=O)N1CCCCC1	97	-5	1	106	16	97	99	-0.8	98	18	98
CC(C)C(NC(=O)OC(C)(C)C)C(=O)N1CCCC1C(=O)NC(Cc1ccccc1)C(N)=O (stereo unspecified)	107	-1	-19	104	7	95	106	1.0	100	3	105
CN(C)C=Nc1nc2ccccc2nc1N1CCCC1	100	-7	15	99	13	96	97	0.0	96	13	96
CN(CCCNC(=O)C1CCC(=O)N1Cc1ccc(F)cc1)c1ccccc1 (stereo unspecified)	99	1	·	103	6	97	98	0.4	97	0	97
CCOc1c2ccc(C(=O)NCc3ccco3)cc2nn1CC	96	14	·	96	26	99	99	0.6	95	3	96
CC(C)n1cc(/C=C2\NC(=O)N(c3cccc(Cl)c3)C2=O)c2ccccc21	?	14	15	?	37	?	?	-0.2	?	-1	?
CCc1c(C)sc(NC(=O)c2cc(C3CC3)on2)c1C#N	98	25	·	100	4	102	100	-2.1	97	-4	99
Cc1ccc(N(C(=O)c2ccccn2)C2(C(=O)NC3CCCC3)CCCCC2)cc1	97	11	·	101	8	101	99	0.7	95	1	96
O=C(Nc1cc(C(=O)N2CCOCC2)ccc1N1CCCC1)c1cccs1	101	11	-10	105	26	103	101	1.2	99	5	98
Cc1c(NC(=O)CN2C(=O)NC(C)(c3ccccc3)C2=O)c(=O)n(-c2ccccc2)n1C (stereo unspecified)	106	21	-11	107	11	103	103	0.0	102	8	101
O=[N+]([O-])c1ccccc1SNc1ccccn1	102	5	6	103	14	97	98	8.4	99	19	99
COc1ccc(C)cc1S(=O)(=O)N(C)CC(=O)N1CCN(c2ccccc2)CC1	99	8	10	100	21	97	99	1.6	98	2	97
O=C(CCn1c(=O)[nH]c2ccsc2c1=O)N(CCc1ccccc1)Cc1ccccc1	105	-6	·	105	37	100	103	1.4	100	7	102
COc1cc(S(=O)(=O)N2CCCCC2)ccc1NC(=O)c1ccc(F)cc1	101	-12	·	101	7	100	100	-0.6	100	20	101
CCOC(=O)N1CCC(NC(=O)Cc2cn(C)c3ccccc23)CC1	100	-6	-3	100	38	98	99	0.2	98	0	99
O=C(NN1C(=O)C2C(c3ccccc3)C=CC(c3ccccc3)C2C1=O)c1ccccc1 (stereo unspecified)	94	-16	-6	96	14	94	96	1.9	95	11	95
Cc1ccc(C(=O)NNC(=S)NC(=O)c2ccc(Cl)cc2Cl)cc1	102	-81	11	102	5	100	101	-0.3	97	-1	99
CCN1CCCC1CN(Cc1cc2ccc(C)cc2[nH]c1=O)C(=S)Nc1ccc(F)cc1 (stereo unspecified)	96	17	2	98	9	97	96	-0.1	97	0	97
O/N=C/c1ccn(-c2ccc(Br)cc2)c1	94	6	-9	100	8	100	98	0.2	95	7	96

Compound activity (PubChem BioAssay)
